Compound activity as filed in PubChem BioAssay.
Hck Nef HTS – inhibitors of Nef-activated human Hck kinase, primary screen, biochemical, Z-Lyte FRET, 384-well, Hck-YEEI; Tyrosine-protein kinase HCK (Homo sapiens), P08631; Recombinant Hck-YEEI plus Nef, Z-Lyte FRET kinase assay; inhibition, % at 20 µM; 220,000 tested, 0.68% active;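 active means Hck-Nef kinase inhibition above about 50%, limit read from the data; inactive means inhibition below that limit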;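 further: 0% = DMSO with Hck plus Nef and 100% = Hck alone without Nef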
EBV gp42 block – Epstein-Barr virus gp42 inhibitors, primary screen, biochemical, uHTS, fluorescence polarization | Fluorescence polarization binding assay, mP read-out | inhibition, % (tested at 21.74 µM) | 220,000 tested, 0.42% active; in the data active means inhibition above about 50%
zVAD death inh – inhibitors of zVAD-triggered necroptosis, primary screen, L929 cells | L929 zVAD necroptosis rescue, ATP luminescence, 24 h; with zVAD 60 µM | viability rescue, % at 10 µM | 220,000 tested, 0.38% active | AID 1377, 2008;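 active means activation, scaled between plate controls, above about 75%, limit read from the data; inactive means activation under that limit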;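 further: 0% = zVAD with DMSO and 100% = DMSO alone without zVAD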
Runt-SMMHC FRET – inhibitors of RUNX1 Runt–CBFb-SMMHC binding, primary screen, biochemical, FRET, Cerulean-Runt, Venus-CBFb-SMMHC, uHTS. Runt-related transcription factor 1 (Homo sapiens) + Core-binding factor subunit beta …. Cerulean-Runt/Venus-CBFb-SMMHC FRET ratio 530/480, 1 h. inhibition, % at 20 µM. 220,000 tested, 0.74% active. AID 1434, 2008;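 active means mean inhibition across duplicate retests at 20 µM reaching about 50%, limit read from the data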;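 further: 0% = DMSO wells and 100% = wells with excess untagged CBFb-SMMHC; inhibitors lower the FRET ratio by blocking Runt binding to CBFb-SMMHC; some results filed as inactive read as strong as hits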
Target sequence (Q01196 whole entry, looked up): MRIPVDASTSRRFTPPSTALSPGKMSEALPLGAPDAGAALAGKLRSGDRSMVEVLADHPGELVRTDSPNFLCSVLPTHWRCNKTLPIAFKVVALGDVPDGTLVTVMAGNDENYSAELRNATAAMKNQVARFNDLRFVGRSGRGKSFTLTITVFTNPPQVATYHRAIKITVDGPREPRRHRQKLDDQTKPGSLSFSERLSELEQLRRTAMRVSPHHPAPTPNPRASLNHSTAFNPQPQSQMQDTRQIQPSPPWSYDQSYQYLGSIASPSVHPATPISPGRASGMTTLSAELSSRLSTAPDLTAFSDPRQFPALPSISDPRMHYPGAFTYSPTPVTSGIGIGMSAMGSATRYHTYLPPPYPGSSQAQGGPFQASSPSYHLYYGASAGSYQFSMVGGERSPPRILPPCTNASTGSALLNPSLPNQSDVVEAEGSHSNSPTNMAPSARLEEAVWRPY
Target sequence (Q13951 whole entry, looked up): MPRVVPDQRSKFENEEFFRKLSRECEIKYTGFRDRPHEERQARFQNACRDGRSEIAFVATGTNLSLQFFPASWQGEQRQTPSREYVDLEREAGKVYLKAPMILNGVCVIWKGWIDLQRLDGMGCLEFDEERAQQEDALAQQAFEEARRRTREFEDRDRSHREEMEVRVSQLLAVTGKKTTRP
Tb hexokinase – Trypanosoma brucei hexokinase 1 inhibitors, primary screen, biochemical, G6PDH-coupled NADH absorbance, MLSCN library. 220,000 tested, 0.11% active. hexokinase 1 [Trypanosoma brucei]. recombinant TbHK1, G6PDH-coupled NADH A340. inhibition, % at 10 µM. AID 1430, 2008;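 active means inhibition of 50% or more in the single-dose primary screen; inactive means inhibition below 50%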
NCF1 inh – p47phox/p22phox peptide binding inhibitors, primary screen, biochemical, uHTS, NADPH oxidase regulatory subunit | fluorescence polarization, 2 h | 220,000 tested, 0.53% active | inhibition, % at 24.7 µM | AID 1274, 2008;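 active means inhibition above about 30%, limit read from the data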;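 further: 0% = p47phox with labelled peptide and 100% = labelled peptide alone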
14-3-3 Bad PPI – inhibitors of 14-3-3 zeta/Bad binding, primary screen, biochemical, TR-FRET, bovine 14-3-3 zeta | 14-3-3 protein zeta/delta (Bos taurus), P63103 | TR-FRET 14-3-3zeta/Dy647-pBad peptide displacement, 1 h | inhibition, % at 21.7 µM | 220,000 tested, 0.71% active | AID 781, 2007;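 active means inhibition above about 70%, limit read from the data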;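 further: 0% = full 14-3-3 plus peptide FRET controls and 100% = background without 14-3-3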
Target sequence (P63103 whole entry, looked up): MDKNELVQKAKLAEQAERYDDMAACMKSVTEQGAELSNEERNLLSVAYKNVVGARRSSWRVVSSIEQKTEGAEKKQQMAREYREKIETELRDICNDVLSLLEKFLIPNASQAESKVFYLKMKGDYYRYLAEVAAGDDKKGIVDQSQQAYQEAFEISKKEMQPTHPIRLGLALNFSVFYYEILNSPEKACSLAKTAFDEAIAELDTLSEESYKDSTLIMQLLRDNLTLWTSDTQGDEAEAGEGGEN
Runt-CBFb FRET – inhibitors of RUNX1 Runt–CBFb binding, primary screen, biochemical, FRET, Cerulean-Runt, Venus-CBFb, uHTS; Runt-related transcription factor 1 (Homo sapiens) + Core-binding factor subunit beta …; Cerulean-Runt/Venus-CBFb FRET ratio 530/480, 1 h; inhibition, % at 20 µM; 220,000 tested, 0.46% active;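 active means inhibition over about 50% at 20 µM in the single-dose screen, limit read from the data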;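 further: 0% = DMSO wells and 100% = excess unlabeled CBFb competitor control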
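Doses: 20 µM compound in 1% DMSO | Material: Cerulean-labeled Runt domain protein | Amount: Each fluorescent fusion protein 100 nM | Schedule: Two 1 h room-temperature incubations shielded from light | Measured by: FRET fluorescence | Evaluation: Loss of energy transfer signal | Controls: Unlabeled CBFb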
MDM2 E3 inh – MDM2-luciferase reporter signal enhancers, primary screen, MDM2 E3 ligase inhibitor project, cell-based, luminescence, 1536-well; E3 ubiquitin-protein ligase Mdm2 (Homo sapiens), Q00987; cell-based MDM2 ubiquitination luciferase reporter, 2 h; 0 = plate control, 100 = twice control, blank-subtracted; signal enhancement, % at 5 µM; 210,000 tested, 0.11% active; AID 1230, 2008;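 active means signal enhancement of 30% or more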;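 further: luminescence tracks abundance of the self-degrading MDM2-luciferase fusion protein; higher signal means inhibition of MDM2 E3 ligase activity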
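system = mammalian cells stably expressing self-ubiquitinating, self-degrading MDM2 E3–luciferase fusion | quantity = 2000 cells per well seeded | incubation = 4 h cell settling then 2 h compound exposure, 37 °C | signal = SteadyLite luminescence, 15 min reagent step | benchmarks = plate control and blank wells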
* = called active by the depositor; nt = no result given; [ ] = dose if it differs, or a comment.

SMILES	Hck Nef HTS	EBV gp42 block	zVAD death inh	Runt-SMMHC FRET	Tb hexokinase	NCF1 inh	14-3-3 Bad PPI	Runt-CBFb FRET	MDM2 E3 inh
CCSc1sc(CC)cc1C=O	-7	2	2.9	0	0	-3	-1	nt	3
CCOC(=O)c1oc2ccccc2c1CN1CCN(c2ccccc2)CC1	3	1	-0.1	-2	13	-3	60[fluorescence artefact?]	0	7
CCOc1ccc(NC(=S)NC23CN4CN(CN(C4)C2)C3)cc1	21	-19	2.6	-2	-5	5	-16	0	14
O=C(NCc1cccnc1)C(=O)C1C(=O)Nc2ccccc21 (stereo not given)	-8	3	0.8	-2	-22	-3	-2	0	-13
O=S(=O)(c1cccc(C(F)(F)F)c1)N1CCN(C(=S)NCc2ccco2)CC1	5	-2	0.9	20	14	-8	-10	33	2
Cc1cc(C)c2c(n1)sc1c(N3CCCCC3)ncnc12	14	21	0.9	-4	-11	7	6	0	1
CCCCC(=O)Nc1ccc(C(=O)NNC(=S)NC(=O)c2ccco2)cc1	-18	1	2.9	4	2	-9	-22	3	-15
O=C(CC(C(=O)O)C1CCCO1)NCc1ccccc1 (stereo not given)	-4	-6	4.8	-1	-2	-2	-1	0	-4
O=C(O)C1CN(c2nc(Cl)ccc2[N+](=O)[O-])C1	3	12	0.7	2	-3	-7	-12	0	-7
O=Cc1cc2cc3c(cc2nc1Cl)OCCO3	22	1	0.3	1	-24	-1	7	2	-3
CCOC(=O)Cc1nnc(NC(=O)CSc2ccccc2)s1	1	-12	0.3	9	-1	-18	-7	13	-5
O=C(NCCc1ccccn1)C1CCCN(S(=O)(=O)Cc2ccccc2)C1 (stereo not given)	-1	-12	0.6	2	-3	-11	-9	0	-11
Cc1cc(C)n(-c2cc(C)c(C)cc2Br)n1	1	-21	0.1	-5	2	-8	4[fluorescence artefact?]	-1	-10
CC1=CC(C)(C)Nc2ccc(OC(=O)C(C)N3C(=O)c4ccccc4C3=O)cc21 (stereo not given)	0	-9	4.9	5	-8	7	nt	0	-12
COc1ccc(N2CCN(C3CC(=O)NC3=O)CC2)cc1 (stereo not given)	1	2	-0.2	-4	-2	1	-3	0	16
N/C(=N\OS(=O)(=O)c1ccc(Br)cc1)c1ccncc1	1	-11	0.1	3	0	-17	1	0	-16
CCCC(C)NC(=O)c1cc(Cl)ccc1OC (stereo not given)	2	-32	1.1	-4	1	-1	5[fluorescence artefact?]	2	-15
C/C(=N\Nc1nc2ccccc2s1)c1ccc(Br)s1	-2	-6	2.5	1	-19	nt	-3	0	-10
O=C(N/N=C/c1ccncc1)C1CC1(c1ccccc1)c1ccccc1 (stereo not given)	18	-6	-0.1	-2	-6	-8	0	0	-5
O=c1c(Cl)c(NCCCO)cnn1-c1nc2ccccc2[nH]1	-2	-20	9.9	-2	-26	-4	8	2	-8
Cc1cccc(NC(=S)NCC(c2cccnc2)N(C)C)c1 (stereo not given)	5	-16	-0.1	3	5	-10	-4[fluorescence artefact?]	3	-7
O=C(NCC1CCCO1)c1cc2ccccc2oc1=O (stereo not given)	19	-17	8.5	-1	-23	-1	14	1	-6
O=S(=O)(c1ccccc1F)N1CCN(CC(O)c2ccccc2)CC1 (stereo not given)	13	-14	2.3	1	0	-19	-1	0	-5
COC(=O)c1cc(NC(=O)c2cccnc2)ccc1N1CCOCC1	16	-18	4.0	2	-4	0	-3	0	4
c1ccc2c(c1)[nH]c1nc(SCCN3CCOCC3)nnc12	1	-24	0.3	6	-25	-16	-13	9	-5
New compounds follow.
SMILES	Hck Nef HTS	EBV gp42 block	zVAD death inh	Runt-SMMHC FRET	Tb hexokinase	NCF1 inh	14-3-3 Bad PPI	Runt-CBFb FRET	MDM2 E3 inh
O=C(O)/C=C\c1cccc(-n2cnnn2)c1	-3	6	1.5	3	-2	-1	-16	-2	4
O=C1C2ON(c3ccccc3)C(c3ccccc3F)C2C(=O)N1c1ccccc1 (stereo not given)	1	-19	0.1	-1	-1	-73	-6[fluorescence artefact?]	-1	-19
O=C(N/N=C\c1cccs1)c1ccccc1-n1cccc1	23	-4	2.6	-4	-20	-6	-19	-1	-11
COc1ccc(OC)c(NC(=O)CNC(=O)c2cccs2)c1	-2	-14	0.7	-3	-4	9	-6	-1	-8
N/C(=N\OC(=O)Nc1cccc(C(F)(F)F)c1)c1ccno1	20	12	0.5	1	-14	4	4	0	-10
O=c1cc(N2CCN(c3ccccc3)CC2)[nH]c(=O)n1Cc1ccc(F)cc1	13	-8	1.5	4	-12	-2	8	0	6
CC(=O)Nc1ccc(-c2nc3c(C)cccc3[nH]2)cc1	8	-6	-0.7	-3	-4	-15	72*	2	-20
CCOC(=O)Cc1csc(NC(=O)CSc2nnc(-c3ccc(OC)cc3)n2C)n1	4	-3	-0.1	0	-2	-7	-6	2	-17
Cc1nnc(SC(C)C(=O)Nc2ccc(Cl)cn2)n1Cc1ccccc1 (stereo not given)	0	-1	0.4	-34	-8	4	-8	-2	-9
Cn1c(=O)c(=O)n(C)c2cc([N+](=O)[O-])c([N+](=O)[O-])cc21	-12	-13	9.5	-1	-17	3	12	0	2
c1ccc(-c2nnc(CN3CCN(C(c4ccccc4)c4ccccc4)CC3)o2)cc1	16	-11	3.7	0	-9	159*	-2	-2	-2
Cc1sc(NC(=O)c2ccccc2F)c(CN2CCCCC2)c1C	-20	-2	0.8	-2	-5	-8	-4	1	-12
CC(c1ccc(F)cc1)n1c(Cn2ncc3ccccc3c2=O)n[nH]c1=S (stereo not given)	15	-17	0.6	nt	5	-8	-12	nt	-3
Cc1ccc(C)c(-n2cc(CNCCCn3cccn3)c(-c3ccccc3)n2)c1	8	-5	-2.8	4	14	1	0	-2	-4
Cc1ccsc1C1Nc2ccccc2-c2nc3ccccc3n21 (stereo not given)	7	-7	2.7	4	-8	-23	-21	0	-5
Cc1nn(C)c(C)c1/C=C/C(=O)c1cccs1	-6	-5	7.5	nt	-24	1	0	nt	nt
COc1ccc(OC)c(NC(=O)c2cc3sccc3n2C)c1	0	-18	1.4	-3	-1	5	0	0	-6
CC(C)Sc1nsc2nc(=O)c(/C=C3\C=Nc4ccccc43)c(N)n12	-25	-47	3.7	59*	-5	-14	-5	18	-2
Cc1ccc(NC(=O)CCNS(=O)(=O)c2ccc3c(c2)oc(=O)n3C)cc1C	-3	-8	2.6	-2	-3	-14	-3	-1	5
COc1ccc(C(=O)COc2ccccc2C(N)=O)cc1	4	-1	0.3	1	-1	-12	10	2	-26
COc1ccc(NC(=O)CSC2=C(C#N)C(c3ccco3)C3=C(CCCC3=O)N2)c(OC)c1 (stereo not given)	2	10	0.6	-2	-15	-5	-6	3	-6
CCCCC1S/C(=N/N=C/c2cccs2)NC1=O (stereo not given)	5	-10	2.4	6	-7	-5	-20	3	24
Cc1ccc(S(=O)(=O)N2CCCCC2)cc1C(=O)Nc1ncn[nH]1	nt	-8	nt	1	nt	-6	7	0	5
Cc1csc(N(C(=O)c2cccc(S(=O)(=O)N3CCCC3)c2)c2ccccc2)n1	3	2	-0.2	-2	-6	-20	0	2	nt
CCOC(=O)Cc1nn(C(C)C)c(=O)c2ccccc12	20	-11	1.4	2	-1	2	-3	1	1
Following part
SMILES	Hck Nef HTS	EBV gp42 block	zVAD death inh	Runt-SMMHC FRET	Tb hexokinase	NCF1 inh	14-3-3 Bad PPI	Runt-CBFb FRET	MDM2 E3 inh
COC(=O)c1cn(NC(=O)c2cnccn2)c(=O)c2ccccc12	1	-7	0.3	2	-9	-13	2	0	-6
O=C(NCc1ccc(Cl)cc1)C(=O)Nc1nccs1	-2	-15	1.3	1	-6	1	-2	2	-8
Fc1cccc(Cl)c1CSc1nnc(CNc2ccccc2)o1	11	5	13	-2	5	-9	-12	-1	1
COc1cccc(/C=N/NC(=O)c2cccc([N+](=O)[O-])c2)c1OS(=O)(=O)c1ccc(C)cc1	2	-19	1.0	2	3	-2	2	1	5
O=C(C1=C[C@@H]2[C@H]3C(=O)N(c4ccccc4Cl)C(=O)[C@H]3[C@@H](C(=O)c3ccc(Cl)cc3)N2C=C1)c1ccccc1	4	3	1.0	-15	-3	-15	6	-6	-21
CCCCNC(=O)/C(=C/c1ccccc1)NC(C)=O	-4	-6	0.1	0	32	-8	-10[fluorescence artefact?]	-1	-9
O=c1[nH]c2cc3c(cc2cc1CN(Cc1cccnc1)C(=S)NCc1ccco1)OCCO3	20	-18	-0.2	-8	-23	-6	-8	2	14
CCc1ccc2nc(SCC(=O)N3CC(=O)Nc4ccccc43)c(C#N)cc2c1	-9	-12	nt	-15	-5	-27	-5	-6	-11
O=C(Cn1nc(C(F)F)cc1C1CC1)NCCC1=CCCCC1	3	-1	0.1	-3	6	-1	6[fluorescence artefact?]	0	-15
Cc1cccnc1CN1CCN(C(=O)c2cc(COc3ccc4ncccc4c3)on2)CC1	7	-3	-0.6	2	-20	0	-5	2	-22
O=C(COC(=O)c1n[nH]c2ccccc12)Nc1cccc(S(=O)(=O)N2CCOCC2)c1	-1	6	0.1	2	-2	-19	-24	-1	-2
O=C(CSc1nc2ncc(Cl)cc2[nH]1)N(Cc1ccccc1)C1CCS(=O)(=O)C1 (stereo not given)	8	3	2.4	2	5	-3	-5	-2	-23
Cc1c(C(=O)O)sc2nc(CSc3ncc(C(F)(F)F)cc3Cl)[nH]c(=O)c12	7	-2	0.2	-10	11	-23	6	-2	-10
O=C(Nc1cccnc1)Nc1ccccn1	0	9	36	1	1	-3	0	1	-14
CCOc1ccc(/C=N/n2cc(-c3ccccc3)[nH]c2=S)cc1	1	7	-2.1	17	5	2	5	14	-89

Compounds shown so far that contain bromine, in the order listed:
SMILES	Hck Nef HTS	EBV gp42 block	zVAD death inh	Runt-SMMHC FRET	Tb hexokinase	NCF1 inh	14-3-3 Bad PPI	Runt-CBFb FRET	MDM2 E3 inh
Cc1cc(C)n(-c2cc(C)c(C)cc2Br)n1	1	-21	0.1	-5	2	-8	4[fluorescence artefact?]	-1	-10
N/C(=N\OS(=O)(=O)c1ccc(Br)cc1)c1ccncc1	1	-11	0.1	3	0	-17	1	0	-16
C/C(=N\Nc1nc2ccccc2s1)c1ccc(Br)s1	-2	-6	2.5	1	-19	nt	-3	0	-10

Retrieved by structure from above, two records:
SMILES	Hck Nef HTS	EBV gp42 block	zVAD death inh	Runt-SMMHC FRET	Tb hexokinase	NCF1 inh	14-3-3 Bad PPI	Runt-CBFb FRET	MDM2 E3 inh
Cc1cccnc1CN1CCN(C(=O)c2cc(COc3ccc4ncccc4c3)on2)CC1	7	-3	-0.6	2	-20	0	-5	2	-22
CCCCNC(=O)/C(=C/c1ccccc1)NC(C)=O	-4	-6	0.1	0	32	-8	-10[fluorescence artefact?]	-1	-9
